D1 antagonist: human D1 dopamine receptor antagonism | 360,000 compounds, 3.2% hits | P21728 | HEK293 TREx D1 cells, calcium flux, dopamine EC80; stronger effect = lower value | activity change, negative = inhibition, % at 10 µM; in the data active = activity change below about -30%; note: % is set by controls: 0 for no effect and ±100 for the full control effect
Target sequence (P21728 whole entry, looked up): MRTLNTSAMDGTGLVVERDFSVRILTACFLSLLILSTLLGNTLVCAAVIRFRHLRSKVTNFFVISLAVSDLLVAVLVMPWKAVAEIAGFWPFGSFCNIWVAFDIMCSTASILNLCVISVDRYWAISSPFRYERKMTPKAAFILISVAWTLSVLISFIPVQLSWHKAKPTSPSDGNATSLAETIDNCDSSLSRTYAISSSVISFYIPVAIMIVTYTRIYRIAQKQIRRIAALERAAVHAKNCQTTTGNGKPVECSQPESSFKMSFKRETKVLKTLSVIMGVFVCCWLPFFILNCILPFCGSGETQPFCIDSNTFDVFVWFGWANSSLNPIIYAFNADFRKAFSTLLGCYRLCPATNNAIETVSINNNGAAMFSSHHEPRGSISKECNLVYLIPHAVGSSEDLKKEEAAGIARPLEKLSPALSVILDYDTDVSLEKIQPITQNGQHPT
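Inducible Hek293 Trex D1 cells (tetracycline, overnight, 30 C). Calcium dye 30–90 min RT. Antagonist mode: EC80 dopamine added after 180 s compound read.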
RXFP1 antagonist: blocks the human relaxin receptor RXFP1 | Q9HBX9 | HEK293-RXFP1, relaxin-stimulated cAMP HTRF, 30 min; stronger effect = lower value | activity change, negative = inhibition, % at 57.5 µM | 350,000 compounds, 0.59% hits;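 active = activity change of -60% or lower, but not beyond a set lower limit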; note: % is set by controls: 0 for no effect and ±100 for the full control effect
D2 ag: D2 dopamine receptor (human) agonism; P14416; HEK293 T-REx D2 cells, calcium flux agonist mode; activation, % at 2 µM; 340,000 compounds, 0.53% hits; AID 485358;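 active = activation over 3 SD above normal in the single-dose calcium agonist read, cut at about 30% in these data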; note: 0% is about no effect
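Agonism scored from kinetic calcium signal (1 read/sec, 180 s) following compound pin transfer, after a 10 s baseline. Cells: HEK293 Trex line expressing inducible D2 receptor coupled to calcium, dye-loaded after overnight culture at 30 C.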
D1 ag: agonists of human D1 dopamine receptor; P21728; HEK293 T-REx D1 cells, calcium flux, agonist mode; activation, % at 2 µM; 360,000 compounds, 1% hits; AID 504660; note: 0% is about no effect
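Inducible HEK293 T-REx D1 cells, force-coupled to calcium signalling, were plated at 4000 cells/well with tetracycline and held overnight at 30 C. After no-wash calcium dye loading, compound-evoked calcium rise over 180 s flagged agonists.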
TRHR PAM: allosteric enhancers of human TRH receptor; P34981; TRHR cells, fluo-8 calcium fluorescence, EC20 TRH enhancement; enhancement, % at 2 µM; 360,000 compounds, 0.66% hits; in the data active = enhancement above about 30%; note: 0% is about no effect
Target sequence (P34981 whole entry, looked up): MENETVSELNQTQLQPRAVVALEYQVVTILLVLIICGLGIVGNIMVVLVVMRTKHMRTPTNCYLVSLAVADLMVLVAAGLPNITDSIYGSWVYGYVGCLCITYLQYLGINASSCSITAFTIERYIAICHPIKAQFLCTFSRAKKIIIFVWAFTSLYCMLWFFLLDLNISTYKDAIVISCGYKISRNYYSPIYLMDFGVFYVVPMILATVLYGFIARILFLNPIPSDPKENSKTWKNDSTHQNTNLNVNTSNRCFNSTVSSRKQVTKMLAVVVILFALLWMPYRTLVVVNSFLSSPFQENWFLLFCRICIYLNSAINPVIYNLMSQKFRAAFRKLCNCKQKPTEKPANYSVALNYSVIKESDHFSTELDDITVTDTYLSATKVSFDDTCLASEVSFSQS
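TRHR-expressing cells loaded with fluo-8 calcium dye were read kinetically (ex 480/em 530) during compound addition, then stimulated with an EC20 of TRH (10 nM final). Enhancement of the Gq-mediated intracellular calcium response was scored.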
D2 antagonist: antagonists of human D2 dopamine receptor; HEK293 TREx D2 cells, calcium flux, dopamine EC80; inhibition, % at 10 µM; 340,000 compounds, 2% hits; AID 485344; in the data active = inhibition above about 30%; note: 0% is about no effect
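Antagonism is scored as inhibition of an EC80 dopamine-evoked calcium signal in a force-coupled, tetracycline-inducible HEK293 T-REx D2 line, with compound present 180 s before agonist.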
D1 PAM: enhances dopamine response at the human D1 receptor. P21728. HEK293 TREx D1 cells, calcium flux, dopamine EC20 potentiation. potentiation, % at 10 µM. 360,000 compounds, 0.036% hits. AID 504651; in the data active = potentiation above about 30%; note: 0% is about no effect
D2 PAM: positively modulates the human D2 dopamine receptor allosterically | 340,000 compounds, 0.34% hits | potentiation, % at 10 µM | AID 485347 | HEK293 T-REx D2, calcium flux, EC20 dopamine potentiation | P14416;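 active = potentiation over 3 SD above the plate norm, cut at about 30% in these data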; note: 0% is about no effect
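Potentiation of an EC20 dopamine calcium response is measured in a force-coupled, tetracycline-inducible Hek293 Trex D2 line. Compound-only kinetic reads over 180 s flag agonists before dopamine addition.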
TRHR ag: agonists of human TRH receptor; TRHR cells, calcium flux fluo-8, FDSS agonist mode; activation, % at 2 µM; 360,000 compounds, 0.18% hits; note: 0% is about no effect
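Read-out: compound-evoked intracellular calcium rise in TRHR cells, fluo-8 dye, kinetic FDSS fluorescence at 1 s/cycle following a 10-cycle baseline. Cells cultured overnight before dye loading (30 min–1.5 h, RT).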
* hit, by the source's call. Cut-off read from the data, not from the text of the source, unless noted: active = activation above about 30%; inactive = the rest. Rows are unselected; about 7.3% have a hit in one of these screens.

CCN1CCN(C(c2ccccc2)c2nnnn2Cc2ccccc2)CC1 (stereo not drawn) was read as D1 antagonist 8, RXFP1 antagonist -13, D2 ag -0.2, D1 ag 2, TRHR PAM 0, D2 antagonist 28, D1 PAM -7, D2 PAM -3 and TRHR ag 0.0.
Screening CCCn1cc(NC(=O)c2cc(-c3ccccc3)on2)cn1 returned D1 antagonist 1, RXFP1 antagonist -30, D1 ag 5, TRHR PAM -10, D1 PAM -4 and TRHR ag 0.4.
For O=C(CNC(=S)N(CCCN1CCOCC1)Cc1cccs1)NC1CCCC1 the results were D1 antagonist -1, RXFP1 antagonist -1, D2 ag 3.4, D1 ag 1, TRHR PAM 5, D2 antagonist -10, D1 PAM 0, D2 PAM 0 and TRHR ag 0.0.
Cc1ccc(SCc2cc(=O)n3[nH]c(C)nc3n2)cc1 was read as D1 antagonist -2, RXFP1 antagonist 6, D2 ag 0.2, D1 ag 4, TRHR PAM 6, D2 antagonist 0, D1 PAM -1, D2 PAM -4 and TRHR ag 1.6.
Screening CC(C)C[C@H](NC(=O)Nc1cccc(Br)c1)C(=O)O returned D1 antagonist 9, RXFP1 antagonist 18, D2 ag -0.3, D1 ag 7, TRHR PAM 3, D2 antagonist -9, D1 PAM 3, D2 PAM -9 and TRHR ag 0.2.
`CC(=O)Nc1ccc(N2C(C(C)=O)=NN(c3ccc(Cl)cc3)C2c2sccc2C)cc1` (stereo not drawn) gave D1 antagonist 5, RXFP1 antagonist -13, D2 ag 4.5, D1 ag 7, TRHR PAM 1, D2 antagonist -8, D1 PAM -2, D2 PAM 5 and TRHR ag 1.5.
For O=C(Nc1c(C(=O)N2CCOCC2)cnn1-c1ccccc1)c1ccco1 the results were D1 antagonist -3, RXFP1 antagonist 0, D2 ag 0.0, D1 ag 0, TRHR PAM 3, D2 antagonist -15, D1 PAM -5, D2 PAM 11 and TRHR ag 1.0.
`CCOC(=O)C(C(=O)Nc1nccs1)C1CCCCC1` (stereo not drawn) gave D1 antagonist -3, RXFP1 antagonist 12, D2 ag 1.1, D1 ag 2, TRHR PAM -4, D2 antagonist -2, D1 PAM -1, D2 PAM 8 and TRHR ag 0.8.
O=C(NCCCN1CCOCC1)c1ccc([N+](=O)[O-])cc1[N+](=O)[O-] was read as D1 antagonist -8, RXFP1 antagonist 14, D2 ag 1.0, D1 ag 1, TRHR PAM 12, D2 antagonist 48*, D1 PAM 2 and TRHR ag -0.1.
Screening CC(C)(C)C(=O)NC(=S)Nc1ccccc1C(=O)Nc1ccccc1 returned D1 antagonist -22, RXFP1 antagonist 50, D2 ag -0.1, D1 ag 0, TRHR PAM 7, D2 antagonist -10, D1 PAM -1, D2 PAM -2 and TRHR ag 0.5.
Screening COc1cccc(C(c2sc3nc(C)nn3c2O)N2CCN(c3ccccc3F)CC2)c1 (stereo not drawn) returned D1 antagonist -2, RXFP1 antagonist -6, D2 ag 0.3, D1 ag 2, TRHR PAM 3, D2 antagonist -15, D1 PAM -6, D2 PAM -7 and TRHR ag -0.3.
For O=S(=O)(NCC1CCCO1)c1ccc(S(=O)(=O)N(Cc2ccc(F)cc2)Cc2ccccn2)cc1 (stereo not drawn) the results were D1 antagonist -10, RXFP1 antagonist -10, D2 ag -0.3, D1 ag 1, TRHR PAM -7, D2 antagonist -17, D1 PAM -7, D2 PAM -5 and TRHR ag -0.3.
`O=C(NCCn1cc(SCC(=O)N2CCOCC2)c2ccccc21)c1c(F)cccc1F` gave D1 antagonist -5, RXFP1 antagonist -4, D2 ag -1.3, D1 ag 1, TRHR PAM -7, D2 antagonist -4, D1 PAM -8, D2 PAM 14 and TRHR ag -0.4.
CS(=O)(=O)c1ccc(-c2nnn(CC(=O)Nc3ccc4c(c3)OCCO4)n2)cc1 was read as D1 antagonist -13, RXFP1 antagonist 7, D2 ag -1.1, D1 ag 4, TRHR PAM -7, D2 antagonist 13, D1 PAM -4, D2 PAM -22 and TRHR ag -0.7.
Fc1ccc(C(c2nnnn2Cc2ccco2)N2CCN(C3CCCCC3)CC2)cc1 (stereo not drawn) was read as D1 antagonist -16, RXFP1 antagonist -2, D2 ag 0.0, D1 ag 2, TRHR PAM -8, D2 antagonist -7, D1 PAM -9, D2 PAM 6 and TRHR ag 0.1.
`Cc1occc1C(=O)N/N=C/c1cccc2ccccc12` gave D1 antagonist 10, RXFP1 antagonist -8, D2 ag 0.5, D1 ag 0, TRHR PAM -1, D2 antagonist -14, D2 PAM 2 and TRHR ag -0.2.
`COc1ccc(N2C(=O)N3[C@H](c4ccc(Cl)cc4)[C@@H]4C(=O)N(C5CCCCC5)C(=O)[C@@H]4[C@]3(C)C2=O)cc1` gave D1 antagonist -20, D2 ag 0.5, D1 ag 0, TRHR PAM -2, D2 antagonist 3, D1 PAM 3, D2 PAM -1 and TRHR ag 2.6.
COc1ccc(NC(=O)c2sccc2-n2cccc2)cc1 was read as D1 antagonist 17, RXFP1 antagonist -24, D2 ag 0.8, D1 ag 2, TRHR PAM 5, D2 antagonist 7, D1 PAM -1, D2 PAM -1 and TRHR ag 0.9.
Screening CCc1ccccc1NC(=O)c1ccc2nc(C(C)C)oc2c1 returned D1 antagonist 15, RXFP1 antagonist -10, D2 ag -0.6, D1 ag 1, TRHR PAM -2, D1 PAM 0, D2 PAM 8 and TRHR ag -0.1.
Cc1nc2ccccn2c1C(=O)N/N=C/c1ccc([N+](=O)[O-])cc1 was read as D1 antagonist 0, RXFP1 antagonist -2, D2 ag -0.3, D1 ag 1, TRHR PAM 4, D2 antagonist -24, D1 PAM -11, D2 PAM 5 and TRHR ag 0.2.

For reference, 2 of the compounds above.
CCN1CCN(C(c2ccccc2)c2nnnn2Cc2ccccc2)CC1 (stereo not drawn) was read as D1 antagonist 8, RXFP1 antagonist -13, D2 ag -0.2, D1 ag 2, TRHR PAM 0, D2 antagonist 28, D1 PAM -7, D2 PAM -3 and TRHR ag 0.0.
Screening CCCn1cc(NC(=O)c2cc(-c3ccccc3)on2)cn1 returned D1 antagonist 1, RXFP1 antagonist -30, D1 ag 5, TRHR PAM -10, D1 PAM -4 and TRHR ag 0.4.

Remaining list, next part
Screening Cc1cccc(OCc2nnc(SCCC(=O)O)n2-c2ccccc2)c1 returned D1 antagonist -21, RXFP1 antagonist -5, D2 ag 1.4, D1 ag 1, TRHR PAM 3, D2 antagonist -10, D1 PAM -17, D2 PAM 1 and TRHR ag 0.1.
`CC(C)(C)/C(COc1ccccc1[N+](=O)[O-])=N/O` gave RXFP1 antagonist -1, D1 ag 0, TRHR PAM -3, D1 PAM 0 and TRHR ag -0.9.
`COc1ccccc1C(=O)NN(C)C1=NS(=O)(=O)c2ccccc21` gave D1 antagonist 8, RXFP1 antagonist 2, D2 ag 0.5, D1 ag 0, TRHR PAM 4, D2 antagonist -6, D1 PAM 1, D2 PAM -4 and TRHR ag -1.2.
`COc1ccc(CCC(C)NC2CCCCCCC2)cc1` (stereo not drawn) gave D1 antagonist -3, RXFP1 antagonist -8, D1 ag 8, TRHR PAM -9, D1 PAM -1 and TRHR ag 0.8.
Screening O=C(NC(=S)NCCN1CCOCC1)c1ccc(Cl)cc1Cl returned D1 antagonist -4, RXFP1 antagonist 3, D2 ag -2.5, D1 ag 1, TRHR PAM -1, D2 antagonist 14, D1 PAM -5, D2 PAM 13 and TRHR ag -1.0.
For CCC1(CC)Cc2ccccc2C(N)=C1C#N the results were D1 antagonist -28, RXFP1 antagonist -10, D2 ag -0.3, D1 ag 8, TRHR PAM 1, D2 antagonist 1, D1 PAM -8, D2 PAM 3 and TRHR ag -0.4.
Cc1ccc(NC(=O)c2sc3ncn(Cc4cccc(F)c4)c(=O)c3c2C)c(Br)c1 was read as D1 antagonist 10, RXFP1 antagonist -2, D2 ag -0.2, D1 ag 2, TRHR PAM 2, D1 PAM -6, D2 PAM -6 and TRHR ag 0.6.
O=C(c1cc2cc(Cl)ccc2oc1=O)N1CCN(c2ccccn2)CC1 was read as D1 antagonist 11, RXFP1 antagonist -3, D2 ag -0.1, D1 ag 0, TRHR PAM 3, D2 antagonist -6, D1 PAM 0, D2 PAM 10 and TRHR ag -0.3.
`N#Cc1c(N)sc2c1CCN(CCc1ccccc1)C2` gave D1 antagonist -20, RXFP1 antagonist 0, D2 ag 0.7, D1 ag 1, TRHR PAM -1, D2 antagonist 15, D1 PAM -4, D2 PAM -4 and TRHR ag 3.8.
O=C(O)CSc1nnc(CNc2ccc(F)cc2)n1-c1ccccc1 was read as D1 antagonist -2, RXFP1 antagonist -10, D2 ag 0.7, D1 ag 0, TRHR PAM 6, D2 antagonist -1, D1 PAM 1, D2 PAM -5 and TRHR ag 0.2.
`COc1cccc(CNC(=O)c2ccc(-c3nc(CS(=O)(=O)c4ccccc4)c(C)o3)cc2)c1` gave D1 antagonist -8, RXFP1 antagonist -14, D2 ag 1.6, D1 ag 5, TRHR PAM 7, D1 PAM -1, D2 PAM 1 and TRHR ag 1.7.
COc1ccc(CN2CCN(C(=O)c3cccc4ccccc34)CC2)c(OC)c1OC was read as D1 antagonist -3, RXFP1 antagonist 7, D2 ag -0.5, D1 ag 0, TRHR PAM -2, D2 antagonist -20, D1 PAM -10, D2 PAM 1 and TRHR ag -0.7.
Cc1ccnc(NC(=O)/C=C/c2ccccc2Cl)c1 was read as D1 antagonist 10, RXFP1 antagonist -27, D2 ag -1.4, D1 ag 2, TRHR PAM 9, D2 antagonist -17, D1 PAM 0, D2 PAM -6 and TRHR ag 0.0.
Screening Cc1cc(C)n(CCNCc2c(C(=O)N3C[C@@H](C)O[C@@H](C)C3)nc3ccc(Cl)cn23)n1 returned D1 antagonist -9, RXFP1 antagonist -1, D2 ag 0.4, D1 ag 2, TRHR PAM 4, D2 antagonist -21, D1 PAM 1, D2 PAM 4 and TRHR ag 0.0.
O=C(Cc1ccccc1)N(Cc1cccnc1)c1nc2ccc(Cl)cc2s1 was read as RXFP1 antagonist -33, D2 ag 0.8, D1 ag 3, TRHR PAM 3, D1 PAM 1, D2 PAM 5 and TRHR ag 0.6.
Cc1cccc(-c2nc(-c3ccc4c(c3)[nH]c(=O)n4C)no2)c1 was read as D1 antagonist 2, D1 ag 3, TRHR PAM 2, D1 PAM -4, D2 PAM 9 and TRHR ag 0.2.
For CCN(CC)S(=O)(=O)c1ccc(-c2nnc(SCC(=O)c3ccc(OC)cc3)o2)cc1 the results were D1 antagonist -15, RXFP1 antagonist -10, D2 ag 1.6, D1 ag 1, TRHR PAM -2, D2 antagonist 1, D1 PAM 1, D2 PAM 1 and TRHR ag 0.6.

Retrieved by structure from the entries so far:
Screening O=C(NC(=S)NCCN1CCOCC1)c1ccc(Cl)cc1Cl returned D1 antagonist -4, RXFP1 antagonist 3, D2 ag -2.5, D1 ag 1, TRHR PAM -1, D2 antagonist 14, D1 PAM -5, D2 PAM 13 and TRHR ag -1.0.
O=C(Cc1ccccc1)N(Cc1cccnc1)c1nc2ccc(Cl)cc2s1 was read as RXFP1 antagonist -33, D2 ag 0.8, D1 ag 3, TRHR PAM 3, D1 PAM 1, D2 PAM 5 and TRHR ag 0.6.
Screening Cc1cc(C)n(CCNCc2c(C(=O)N3C[C@@H](C)O[C@@H](C)C3)nc3ccc(Cl)cn23)n1 returned D1 antagonist -9, RXFP1 antagonist -1, D2 ag 0.4, D1 ag 2, TRHR PAM 4, D2 antagonist -21, D1 PAM 1, D2 PAM 4 and TRHR ag 0.0.
